# Growth percent in the NCI-60 one-dose screen (48 h, 10 µM unless noted): 100 = growth as untreated, 0 = no growth, -100 = all killed.
# RPMI-8226: RPMI-8226 leukemia cells; 77,000 compounds, 7.5% hits
# EKVX: EKVX NSCLC | AID 1794765 | 71,000 compounds, 3% hits
# HOP-92: HOP-92 NSCLC cells; 71,000 compounds, 6.3% hits; AID 1794738
# MOLT-4: MOLT-4 leukemia cells; 80,000 compounds, 6.9% hits
# K-562: K-562 leukemia; 78,000 compounds, 7.4% hits
# HOP-62: HOP-62 NSCLC | 80,000 compounds, 3.9% hits
# CCRF-CEM: CCRF-CEM leukemia; 77,000 compounds, 7% hits
# SR: SR leukemia cells. 73,000 compounds, 8.7% hits
# Active calls of the source: *; · = no result given; & = joins results of further samples. The calls were made as follows: active = growth percent below 10; inactive = the rest. No enrichment for hits; overall some 13% were active at least once.
SMILES,RPMI-8226,EKVX,HOP-92,MOLT-4,K-562,HOP-62,CCRF-CEM,SR
CC1SC(=S)N(c2cccc(NC(=O)C(Cl)Cl)c2)C1=O (stereo unspecified),80,82,·,88,86,113,91,68
O=C(O)c1c[nH]c2c([N+](=O)[O-])cccc2c1=O,103,·,93,106,107,114,99,114
O=C1CSC(c2ccccc2)N1c1ccccc1 (stereo unspecified),100,·,82,107,107,116,97,88
CC1(C)CCc2cc(-c3ccn(S(=O)(=O)c4ccc(C(F)(F)F)cc4)n3)ccc2O1,77,·,72,79,77,119,83,70
O=[N+]([O-])c1ccco1,·,101,·,109,98,109,·,89
COc1ccc(CC(O)CNCC(C)C)cc1 (stereo unspecified),100,98,114,81,88,87,91,86
CC(C)CC1(C2CCCC2)NC(=O)NC1=O (stereo unspecified),92,119,93,88,98,99,94,87
O=C(O)c1ccc2cccnc2c1O,·,19,-29*,11,11,14,10,5.5*
COc1ccc(-n2cc(-c3ccc(OC)c(OC)c3)n(C(C)=O)c2=O)cc1,128,91,73,96,80,109,·,99
O=C(CN1C(=O)NC(c2ccccc2)(c2ccccc2)C1=O)c1ccc(N2CCC(c3ccccc3)CC2)cc1,94,80,100,80,90,92,85,76
NC1=C(Cl)C(=O)c2ccc(S(N)(=O)=O)cc2C1=O,-0.7*,-78*,-58*,12,-13*,-68*,20,2.6*
CCOC(=O)CC(C(=O)OCC)n1c(O)c(/C=N/NC(=O)c2ccncc2)sc1=S (stereo unspecified),104,95,93,103,104,102,114,85
CCN(CC)CCCNc1cc(OC)cc2nc3ccccc3nc12,87,87,63,19,47,59,65,32
Cc1cccc(C(C#N)c2ccc(N)cc2)c1 (stereo unspecified),97,·,85,85,83,127,91,79
CCN(CC)CCNC(=O)c1nc2cc(OC)c(OC)cc2c(=O)n1N,107,92,90,104,103,91,124,105
Cn1ccc2cc(Nc3ccccc3)ccc21,128,91,99,85,95,110,106,90
CCOC(=O)c1c(Nc2ccccc2)nn(C)c1N,109,96,78,115,102,99,104,105
c1ccc(-c2cn3ccnc3c(-c3ccc4ncn(C5CCCCC5)c4c3)n2)cc1,14,76,46,32,29,·,19,40
CCOc1cc(CC[N+](C)(C)C)cc2c1ccc1ccc(OC)c(OC)c12,82,93,·,89,58,101,97,·
Cc1ccc(C(=O)NNC(=O)c2cccc3ccccc23)cc1,98,104,97,91,93,98,105,106
COc1ccc(CN2CCOC2=O)cc1OC,86,104,95,102,106,86,97,107
CN(C(=O)C12CC3CC(CC(C3)C1)C2)c1ccc(OS(N)(=O)=O)cc1,·,92,93,99,93,93,102,95
N#Cc1nc(-c2ccccc2)oc1N1CC[C@@H](CO)C1,100,99,99,101,96,102,94,85
C/C(=N/N=C(N)N)c1ccc(Cl)cc1,90,88,·,145,68,99,88,83
O=C1CSC(c2ccc(O)cc2)N1n1cnnc1 (stereo unspecified),109,100,97,108,103,100,103,107
COc1ccc(C2CC(=O)Nc3c2cnn3Cc2ccco2)cc1 (stereo unspecified),116,·,98,124,104,106,110,91
Cn1c(=O)c2c(ncn2Cc2ccc(Sc3nc(-c4ccc(F)cc4)c(C#N)c(=O)[nH]3)cc2)n(C)c1=O,102,90,80,106,112,88,100,·
O=[N+]([O-])c1cccc(C2Nc3ccccc3CO2)c1 (stereo unspecified),93,107,91,87,100,97,96,91
C=CCNc1nc2c(s1)C1=CC[C@H]3[C@@H]4CC[C@H]([C@H](C)CCCC(C)C)[C@@]4(C)CC[C@@H]3[C@@]1(C)CC2,98,96,104,106,96,103,99,100
O=C(Nc1ccc(Nc2ccncc2)cc1)c1ccc(N2C(=O)c3ccccc3C2=O)cc1[N+](=O)[O-],102,·,103,99,103,105,97,103
C/C(=N\NC(=O)CC#N)c1cccs1,60,89,46,90,96,91,86,84
COc1ccc(NC(=O)c2ccc3c(c2)nc(-c2cc4ccccc4[nH]c2=O)n3-c2cc(C(C)(C)C)[nH]n2)cc1,84,·,91,63,82,99,·,85
CN(C)c1ccc(-c2cc(-c3ccc(Nc4nc(Nc5ccc(Cl)cc5)nc(Nc5ccc(Cl)cc5)n4)cc3)no2)cc1,-59*,41,-12*,-25*,25,64,·,-39*
COCc1nc2nccc(-c3ccccn3)n2n1,112,103,106,108,104,109,108,·
CC1(CO)CSC(Nc2ccc(F)cc2)=N1 (stereo unspecified),102,·,99,92,94,99,98,80
Oc1ccccc1/C=N/c1nc2cc(Cl)ccc2s1,101,83,94,86,90,92,99,92
CC(C)N(C)c1ccc(N=Nc2cc(Cl)ccc2Cl)cc1,99,80,·,86,94,·,114,90
Cn1cc(-c2nc(N)nnc2-c2ccccn2)c2cc(Br)ccc21,94,82,87,98,96,86,99,83
BrCCCc1n(Cc2ccc3ccccc3c2)c2ccccc2[n+]1Cc1ccc2ccccc2c1,-59*,-11*,-77*,-36*,-13*,-66*,-42*,·
COc1ccc(/C=C/C(=O)c2ccc(-c3cc4ccccc4oc3=O)nc2C)cc1OC,105,101,106,100,95,106,101,83
O=C(/C=C/c1ccccc1F)c1c(O)c2ccccc2oc1=O,86,101,104,79,88,120,81,68
O=C1CCCCC1(c1ccccc1)c1ccccc1,111,91,89,105,·,103,101,106
O=C(O)c1cn(C2CC2)c2cc(N3CCN(C(=O)Nc4nc(-c5ccccc5)cs4)CC3)c(F)cc2c1=O,·,38,-22*,23,17,26,23,4.6*
CCCCC(=O)OC1CCCCC1C (stereo unspecified),·,104,78,109,99,99,94,95
O=C1/C(=C/c2ccc(N3CCCCC3)cc2)Cc2cc3c(cc21)OCO3,99,102,101,106,104,99,99,87
C=CCOCC(O)CN(CCCC)CCCC (stereo unspecified),147,101,118,103,109,105,121,110
NC(N)=Nc1nc2ccc(Cl)cc2[nH]1,101,101,·,100,98,117,100,102
CCCCCCCNC(=O)CCCNc1ncnc2c1ncn2-c1ccccc1,89,96,75,71,82,88,96,78
Cc1cccc[n+]1C,138&103,91,89,115&120,109&123,76,109&101,97&113
COc1ccc(N=Nc2c(N)nn3c(-c4ccc(OC)c(OC)c4)c4c(N)c(C(C)=O)c(-c5ccccc5)nc4nc23)cc1,97,90,97,91,104,105,99,93
CC[n+]1cccc(O)c1,79,133,67,76,76,101,60,129
COc1ccc(/C=C2\Oc3cc(OCCCN4CCCCC4)ccc3C2=O)cc1OC,91,91,66,83,-23*,86,29,-19*
CC1=CN2C(=NC3=C(CCC/C3=C\c3ccc(Cl)cc3)C2c2ccc(Cl)cc2)S1 (stereo unspecified),40,92,100,95,92,114,95,105
CCOCc1nc(N)nc(N)c1-c1cccc(Cl)c1,93,·,107,94,69,111,93,93
COc1c(C=O)c(O)cc2oc(-c3ccc(Cl)cc3)cc(=O)c12,104,115,115,127,124,106,91,132
C=C(C[C@](O)(C(=O)CC)C(=O)Oc1ccccc1)c1ccccc1,103,108,71,106,106,96,100,101
Nc1ccn(C2CCCO2)c(=O)n1 (stereo unspecified),119,105,91,110,123,115,108,119
CC(C)CC(=O)Nc1ccccc1-c1ccccc1,106,105,105,97,95,100,99,96
Cc1ccc(S(=O)(=O)OC(CCC#N)C(CCC#N)OS(=O)(=O)c2ccc(C)cc2)cc1 (stereo unspecified),80,·,·,83,85,89,89,88
Cn1cc(NC(=O)c2cc(NC(=O)c3ccc(C#Cc4ccccc4)cc3)cn2C)cc1C(=O)NCCCN1CCOCC1,-43*,81,-11*,-19*,-41*,85,0.9*,-34*

# Another view of part of the listing above.
# The line under a structure holds: RPMI-8226	EKVX	HOP-92	MOLT-4	K-562	HOP-62	CCRF-CEM	SR
- Nc1ccn(C2CCCO2)c(=O)n1 (stereo unspecified)
→ 119	105	91	110	123	115	108	119
- CC(C)CC(=O)Nc1ccccc1-c1ccccc1
→ 106	105	105	97	95	100	99	96

# New compounds follow
SMILES,RPMI-8226,EKVX,HOP-92,MOLT-4,K-562,HOP-62,CCRF-CEM,SR
CNC(=O)c1cc(Oc2ccc3nc(Nc4ccc(F)c(F)c4)ccc3c2)ccn1,63,78,100,55,50,109,57,25
C=C(C)[C@@H]1CC[C@]2(C(=O)NC3CCCCC3)CC[C@]3(C)[C@H](CC[C@@H]4[C@@]5(C)CC[C@H](N)C(C)(C)[C@@H]5CC[C@]43C)[C@@H]12,39,91,73,65,-35*,104,79,1.4*
C/C(=N/NC(=O)c1cc2ccccc2oc1=N)c1ccc(Br)cc1,99,97,109,103,106,95,·,·
CCCCc1nc2c(N)nc3ccccc3c2n1Cc1ccc(OC)cc1,34,59,-3.7*,37,23,77,60,46
S=c1[nH]nc(Cn2c3ccccc3c3ccncc32)o1,97,106,109,94,·,95,85,100
OC(CN1CCCCC1)c1ccc(I)cc1 (stereo unspecified),105,115,102,104,95,102,106,109
Nc1nc(Nc2ccc(Cl)cc2)nn1Cc1cccc(Br)c1,29,22,-9.1*,20,20,53,34,31
O=[N+]([O-])c1ccc(NCCCc2ccccc2)cc1,99,100,96,78,75,106,120,65
CCCCOc1ccc(N=Nc2ccc(N)nc2N)cn1,81,108,76,84,79,130,76,97
C/C(=N\Nc1ncnc2c1c(C)nn2C)c1ccc(Br)cc1,102,85,106,93,86,105,98,82
CCN(CC)C(=O)C[N+](C)(C)CCOC(c1ccccc1)c1ccccc1,114,100,113,103,109,103,112,108
Cc1ccc(-c2c(O)c(Br)c(-c3ccc(C)cc3C)c(O)c2Br)c(C)c1,61,·,81,90,91,97,·,93
O=C1c2cc3c(cc2-c2c1c1ccc(F)cc1c(=O)n2C[C@H](O)[C@H](O)[C@H](O)CO)OCO3,-13*,5.6*,-7.3*,-12*,5.3*,-23*,2.2*,-8.5*
C=C(C)[C@@H]1CC[C@]2(C(=O)OC)CC[C@]3(C)[C@H](CC[C@@H]4[C@@]5(C)C/C(=C/c6cc(OC)cc(OC)c6)C(=O)C(C)(C)[C@@H]5CC[C@]43C)[C@@H]12,92,78,81,90,94,99,95,99
NC(N)=NS(=O)(=O)c1ccc(N=Nc2c(N)nn(-c3ccccc3)c2N)cc1,101,99,·,105,101,109,107,120
CCOC(=O)c1nc(Nc2ccc(NC(=O)Nc3cccc(OC)c3)cc2)c2ccccc2n1,86,108,109,83,97,102,84,92
CCCCCCCCCCCCCCCCCCOc1cccc(CC(=O)NCC[N+]2(C)CCCC2)c1,83,98,77,77,71,64,35,47
CCCC(=O)Nc1c(I)cc(I)c(CC(CC)C(=O)O)c1I (stereo unspecified),98,115,100,108,107,108,97,112
C[C@]12C[C@H]1CC[C@]1(C)[C@@H]2CC[C@@]23C[C@H](CC[C@H]21)[C@@](O)(CO)C3,95,75,93,96,67,109,86,63
CN1CCc2nc3sc(C(=O)Nc4cccc5ccccc45)c(N)c3cc2C1,80,87,84,87,79,99,95,75
COc1cc(-c2cnnn2-c2nonc2-n2cccc2)cc(OC)c1OC,85,·,98,81,79,99,98,76
O=C1O/C(=C2\OCc3ccccc32)c2ccccc21,79,96,92,82,92,91,95,93
CO/C=C/C(=O)c1cc2cnc3c(=N)cc(NC(=O)C(C)C)c([nH]1)c23,-38*,-36*,-16*,-39*,3.9*,-19*,0.2*,-24*
O=C(CNc1ccc(F)cc1)N1c2cccc3cccc(c23)N(C(=O)CNc2ccc(F)cc2)C1c1cn(-c2ccccc2)nc1-c1cccc([N+](=O)[O-])c1,91,83,85,94,90,87,98,·
CCN1CCN(C(=S)SCC(=O)Nc2nc3ccc(OC)cc3s2)CC1,98,101,84,97,92,97,·,88
Cn1cccc1/C=C1\C(=O)Nc2ccccc21,103,34,97,98,99,87,104,73
C=CCNc1nc2c(cc1C#N)c(C)nn2-c1ccccc1,94,39,88,92,93,60,100,·
O=C(CCl)Nc1ccc(NC(=O)c2cc(Cl)ccc2O)c(Cl)c1,50,96,127,26,33,101,9.8*,21
FC(F)(F)c1cccc(/C=C/c2nn3c(-c4ccccc4Br)nnc3s2)c1,106,99,98,101,77,104,104,77
CC(C)(C)OC(=O)CN1CCc2c(sc3ncnc(N/N=C/c4cccc5ccccc45)c23)C1,·,2.5*,55,9.3*,6.2*,46,·,18
COC(=O)c1ccccc1SSc1ccccc1C(=O)OC,108,99,·,72,79,103,72,81
CCn1cnc2c(=O)[nH]c(N)nc21,98,107,85,103,107,95,61,102

# Quoted at random: 5 entries already listed.
SMILES,RPMI-8226,EKVX,HOP-92,MOLT-4,K-562,HOP-62,CCRF-CEM,SR
CO/C=C/C(=O)c1cc2cnc3c(=N)cc(NC(=O)C(C)C)c([nH]1)c23,-38*,-36*,-16*,-39*,3.9*,-19*,0.2*,-24*
FC(F)(F)c1cccc(/C=C/c2nn3c(-c4ccccc4Br)nnc3s2)c1,106,99,98,101,77,104,104,77
O=C1O/C(=C2\OCc3ccccc32)c2ccccc21,79,96,92,82,92,91,95,93
Cn1cccc1/C=C1\C(=O)Nc2ccccc21,103,34,97,98,99,87,104,73
O=C(CNc1ccc(F)cc1)N1c2cccc3cccc(c23)N(C(=O)CNc2ccc(F)cc2)C1c1cn(-c2ccccc2)nc1-c1cccc([N+](=O)[O-])c1,91,83,85,94,90,87,98,·

# Limited to K-562 and RPMI-8226 (five entries from above):
Molecule | K-562 | RPMI-8226
CC(C)N(C)c1ccc(N=Nc2cc(Cl)ccc2Cl)cc1 | 94 | 99
O=[N+]([O-])c1cccc(C2Nc3ccccc3CO2)c1 (stereo unspecified) | 100 | 93
O=C1CCCCC1(c1ccccc1)c1ccccc1 | · | 111
C/C(=N/N=C(N)N)c1ccc(Cl)cc1 | 68 | 90
CCN(CC)CCCNc1cc(OC)cc2nc3ccccc3nc12 | 47 | 87
